miR122 inh: blocks miR-122 activity in Huh7 sensor cells; Huh7 miR-122 Renilla luciferase sensor, 48 h; neutral wells = 0, positive control = 100; activation (reporter increase), % at 12.5 µM; 340,000 tested, 0.3% active;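 active = mean replicate activation score at least 90 and every replicate individually at or above 90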;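 note: higher luciferase means less miR-122 activity so hits act as miR-122 inhibitors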
LGR2 antag: inhibitors of bursicon-induced Drosophila LGR2 receptor cAMP signaling; HEK293 LGR2, CRE-luciferase, bursicon-stimulated, 4 h; inhibition, % at 9.99 µM; 380,000 tested, 0.35% active; AID 720647;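 active = drop in luminescence signal, shown as inhibition above about 50% in the replicate tests, limit read from the data, passing the limit was not always enough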;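 note: agonist challenge used bursicon conditioned medium at about half maximal strength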
PGC1a acetyl inh: modulators of PGC1a acetylation; 350,000 tested, 0.17% active; U2OS PGC1a acetylation, AlphaScreen anti-acetyl-lysine; with virally co-expressed GCN5 acetyltransferase; inhibition, % at 15.6 µM; AID 651687;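 active = every replicate shows inhibition of at least 40%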;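 note: 0% = neutral control wells and 100% = positive control wells; some results beyond the cut were filed as inactive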
EWS-Fli inh: inhibitors of EWS/Fli oncoprotein transcriptional activity | inhibition, % at 12.6 µM | 350,000 tested, 0.67% active | AID 651661 | A673 NR0B1-luciferase reporter, viability-normalised;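 active = mean inhibition of at least 50% after viability correction, with every replicate also passing that limit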;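 note: firefly luciferase signal divided by Alamar Blue viability fluorescence both relative to DMSO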
PAX8 inh HTS: inhibitors of PAX8 transcriptional activity in RMG-I cells | RMG-I TPO-luciferase reporter, SteadyGlo, 24 h | inhibition, % at 12.6 µM | 360,000 tested, 1.2% active | AID 652154;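 active = mean replicate inhibition at least 60% with every replicate also reaching 60%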;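 note: luciferase light reporting Pax8 driven TPO promoter activity; plate controls were median of neutral control wells for no effect and mitoxantrone controls for full effect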
Cneo AK release: Cryptococcus neoformans lysis via adenylate kinase release; C. neoformans lysis, adenylate kinase release luminescence, 4 h; normalised: neutral wells 0, clomiphene wells 100; lysis activity, % at 15 µM; 360,000 tested, 0.2% active; AID 651654;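 active = mean lysis activity across replicates of at least 80%, whatever share of replicates individually reach that level; inactive = mean lysis activity below 80%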
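Test system: log-phase Cryptococcus neoformans yeast cells; Quantity: yeast cell density of 5 × 10^6 cells/mL; Buffer or medium: YPD; Doses: single compound concentration per well; Timing: 4 h at 37 °C static, read 1 h later; Measured by: AK luminescence; Read-out basis: lysis from increased AK signal; Control set: Clomiphene as positive control.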
FN deposition inh: fibronectin deposition inhibition; 350,000 tested, 0.086% active; AH1F fibroblasts, Alexa488-fibronectin deposition fluorescence, overnight; inhibition, % at 12.6 µM;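 active = mean inhibition across replicates of 30% or more, regardless of how many single replicates reach that level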;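 note: positive control wells lacked labelled fibronectin entirely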
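test system = AH1F fibroblasts assembling fluorescent fibronectin matrix | quantity = 10000 AH1F cells per well | buffer or medium = DMEM plus 2% serum, read in PBS | doses = single dose, pinned | incubation = 1 h cell attachment, overnight exposure to compound and label | detection = fluorescence at 485 nm excitation, 525 nm emission | read-out basis = inhibition from reduced deposited-fibronectin fluorescence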
Casp6 inh: caspase-6 (human) enzyme inhibition. P55212. purified caspase-6, Z-VEID-R110 cleavage fluorescence. inhibition, % at 12.5 µM. 350,000 tested, 0.53% active;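 active = mean inhibition across replicates at least about 35%, with every replicate also reaching that limit, limit read from the data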;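 note: 0% = median of neutral control wells and 100% = no fluorescence left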
Target sequence (P55212 24-179 limits assumed): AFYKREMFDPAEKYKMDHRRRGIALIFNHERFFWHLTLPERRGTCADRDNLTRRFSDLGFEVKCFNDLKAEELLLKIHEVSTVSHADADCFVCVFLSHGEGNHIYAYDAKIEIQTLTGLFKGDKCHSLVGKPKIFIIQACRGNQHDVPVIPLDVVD
Target sequence (P55212 194-293 limits assumed): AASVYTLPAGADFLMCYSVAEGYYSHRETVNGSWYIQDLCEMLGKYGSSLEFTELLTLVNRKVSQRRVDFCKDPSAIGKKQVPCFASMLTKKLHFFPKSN
Active calls of the source: *; · = no result given; & = joins results of further samples; [ ] = dose if it differs, or a comment. Rows are unselected (roughly 2.5% active in at least one column).

SMILES	miR122 inh	LGR2 antag	PGC1a acetyl inh	EWS-Fli inh	PAX8 inh HTS	Cneo AK release	FN deposition inh	Casp6 inh
C[C@H](CO)N1C[C@H](C)[C@H](CN(C)Cc2ccccc2)Oc2ccc(NC(=O)Cc3ccccc3)cc2CC1=O	-1.1[16.7 µM]	0.6	·	21.8	17.5	1.3	·	2.2
CN(C)c1ccc(/C=N/NS(=O)(=O)c2ccc(Br)cc2)cc1	26.3	4.6	-1.3	20.7	42.9	0.0	9.0	0.5
COc1cc(NC(=O)Cn2nc(-c3ccc(F)cc3)ccc2=O)ccc1-n1cnnn1	·	6.5	·	5.7	10.7	·	-7.9	-0.7
C[C@@H]1CN([C@H](C)CO)S(=O)(=O)c2ccc(C#CCN(C)C)cc2O[C@H]1CN(C)Cc1cccnc1	6.6[16.7 µM]	5.2	-1.6	0.7	·	8.7	2.6	-0.8
CC(=O)c1cn(Cc2ccccc2)c(=O)[nH]c1=O	·	15.1	8.2	4.0	0.2	·	-7.9	-1.0
CCn1ncc(S(=O)(=O)NCc2ccccc2Cl)c1C	27.6	6.1	4.9	·	3.5	-0.5	-7.6	1.5
CC(C)CNC(=O)C1(C)CCCN1C(=O)c1ccncc1 (configuration not stated)	2.5	3.4	8.7	-2.8	3.6	1.0	-0.6	-3.2
Cc1ccc(S(=O)(=O)NCC(=O)NNC(=O)c2ccccc2Cl)cc1C	-4.1	-15.1	20.1	2.7	-4.2	-1.5	7.7	1.9
Cc1ccc(NC(=O)c2cnccn2)cc1S(=O)(=O)N1CCCCCC1	·	·	·	6.0	43.2	·	-5.5	2.3
C[C@H]1CN([C@@H](C)CO)C(=O)c2ccccc2-c2ccccc2CO[C@@H]1CN(C)C(=O)NC1CCCCC1	·	15.5	1.0	-11.0	-3.3	-0.5	-0.8	0.8
CCOC(=O)c1cc2cc(-c3c(C(=O)OCC)oc4cc(O)cc(O)c4c3=O)ccc2o1	1.7	·	-1.3	·	·	-0.1	-3.3	·
COc1ccc(C(C)(C)C)cc1NC(=O)CCNC(=O)c1ccco1	-2.3	0.1	·	9.7	30.3	0.2	-0.1	-2.1

Record cards (already shown). Order of screens: miR122 inh	LGR2 antag	PGC1a acetyl inh	EWS-Fli inh	PAX8 inh HTS	Cneo AK release	FN deposition inh	Casp6 inh
CCOC(=O)c1cc2cc(-c3c(C(=O)OCC)oc4cc(O)cc(O)c4c3=O)ccc2o1 reads 1.7	·	-1.3	·	·	-0.1	-3.3	·
Cc1ccc(S(=O)(=O)NCC(=O)NNC(=O)c2ccccc2Cl)cc1C reads -4.1	-15.1	20.1	2.7	-4.2	-1.5	7.7	1.9

More results:
SMILES	miR122 inh	LGR2 antag	PGC1a acetyl inh	EWS-Fli inh	PAX8 inh HTS	Cneo AK release	FN deposition inh	Casp6 inh
CN(C)C(=O)[C@@H]1[C@@H](CO)[C@@H]2Cn3c(ccc(-c4cncnc4)c3=O)[C@@H]2N1Cc1ccccc1F	5.6[16.7 µM]	-7.9	·	3.6	-6.2	5.8	·	11.4
COc1ccc2c(CSc3nnc(-c4cccnc4)n3-c3ccccc3F)cc(=O)oc2c1	-4.5	·	·	6.8	22.1	-3.3	6.7	6.4
COCC(=O)Nc1ccc2c(c1)[C@H]1C[C@H](CC(=O)NCc3cccnc3)O[C@H](CO)[C@H]1O2	-0.9[16.7 µM]	3.1	5.7	-0.7	-4.3	-1.9	·	1.1
CCOc1ccc(CN2CCC(n3nccc3NC(=O)C3CC3)CC2)cc1CO	-2.3	0.6	3.4	-5.9	6.4	-0.8	-4.2	-7.6
Cc1ccc(Oc2ncc(-c3ccc(Cl)cc3)cn2)cc1	-5.0	-5.6	8.8	·	·	4.0	·	·
COc1cc(CNn2nnnc2N)cc(Br)c1OCC(=O)NC(C)(C)C	0.0	·	·	·	10.6	3.5	-11.3	·
O=C(Cc1cccc2ccccc12)NN1C(=O)/C(=C\c2cccnc2)SC1=S	-0.5	9.5	8.9	7.7	-5.9	0.6	-5.8	-1.0
Cc1cccc(-c2ccc([C@@H]3[C@@H](CO)N4CCCCN(C(=O)c5ccc6c(c5)OCO6)C[C@@H]34)cc2)c1	12.3[16.7 µM]	20.9	-3.4	7.6	10.1	0.6	4.1	-3.8
CC1(C)CC(NC(=O)C23CCC(C)(C2Br)C3(C)C)CC(C)(C)N1 (configuration not stated)	1.0	-8.9	23.2	5.1	1.5	5.3	3.0	-4.6
C[C@H](CO)N1C[C@H](C)[C@H](CN(C)Cc2ccncc2)Oc2cc(C#CC3CC3)ccc2S1(=O)=O	-2.3[16.7 µM]	-13.2	0.6	15.3	·	-1.3	7.8	-0.5
CN(C)CCN(C(=O)c1cccc(N2C(=O)CCC2=O)c1)c1nc2ccc(Br)cc2s1	2.5	-7.8	·	-35.9	·	8.0	-1.6	-2.5
Cc1ccc(C(=O)N2CCC3CC2c2cc(-c4ccc5c(c4)OCO5)ccc23)cc1 (configuration not stated)	9.8	-0.2	-21.0	10.3	-4.4	-1.9	5.4	-1.1
C/C=C/c1cnc2c(c1)C(=O)N([C@H](C)CO)C[C@H](C)[C@H](CN(C)C(=O)c1cccnc1)O2	53.1[16.7 µM]	-0.7	·	-4.3	·	-0.8	·	-1.4
C[C@@H]1CCCCO[C@H](CN(C)C(=O)Nc2cccc3ccccc23)[C@H](C)CN([C@@H](C)CO)C(=O)c2cc(NC(=O)Nc3ccc(F)cc3)ccc2O1	-5.8[16.7 µM]	0.9	-10.7	-0.6	32.7	-2.4	-1.1	-0.7
COCC(=O)Nc1ccc2c(c1)C(=O)N(C)[C@@H]1CC[C@H](CC(=O)NCC3CC3)O[C@H]1CO2	1.7[16.7 µM]	5.7	7.3	0.3	-2.2	-2.9	-14.3	0.1
COc1ccc(S(=O)(=O)Nc2cccc3c2O[C@H](CN(C)C(=O)Nc2ccc(C(F)(F)F)cc2)[C@@H](C)CN([C@H](C)CO)C3=O)cc1	88.0[16.7 µM]	-12.3&-18.0	1.9&9.0	-13.2&5.6	4.1	1.6&0.0	1.5	-0.4&6.5
Cc1[nH]c2ccccc2c1C(=O)C(=O)NCc1ccncc1	-2.6	1.3	3.6	2.2	2.3	-2.0	9.5	0.3
COc1cccc(C2=NOC(C(=O)N3CCc4ccccc4C3)C2)c1 (configuration not stated)	·	0.5	·	-7.8	-7.1	-0.3	-0.9	4.4
CC(=O)Nc1ccc(S(=O)(=O)NCC(=O)OCC(=O)NNC(=O)c2ccccc2)cc1	-5.8	-9.2	3.8	-0.8	1.9	-1.3	-2.5	0.5
O=[N+]([O-])c1ccc(Sc2ccccn2)nc1	-1.3	·	2.5	2.3	1.0	-0.8	1.7	-0.5
O=C(Nc1c(F)cc(F)cc1Br)c1cc2nc(C(F)F)cc(C(F)F)n2n1	-5.8	-12.2	7.7	·	·	9.7	·	·
Brc1ccc(CSc2nnc(Cc3c[nH]c4ccccc34)o2)cc1	2.1	9.3	-8.8	·	·	-0.2	4.8	·
O=C(C[C@@H]1CC[C@@H]2[C@H](COC[C@H](O)CN2Cc2nccs2)O1)N1CCC(Cc2ccccc2)CC1	-4.4[16.7 µM]	-1.7	4.5	26.0	14.0	1.1	6.2	·
COCC#Cc1ccc([C@H]2[C@@H](CO)N3C(=O)CN(C(=O)C4CCCC4)C[C@@H]23)cc1	·	15.5	-6.7	-3.0	·	·	-4.0	-0.7
Cc1ccc(C2=[N+]([O-])C(C)(C)N(O)C2(C)C)cc1	·	·	·	-8.3	-1.9	·	2.5	2.0
C=C(C)C1CC=C(C)/C(=N/NC(=O)c2ccoc2C)C1 (configuration not stated)	-1.0	-5.6	1.7	·	5.5	-2.7	0.4	·
O=c1cc(-c2ccc(O)cc2)oc2c(C3O[C@H](CO)[C@@H](O)[C@H](O)[C@H]3O)c(O)cc(O)c12 (some centres not stated)	-3.8	·	·	-5.8	12.8	1.1	-4.2	14.1
COc1ccc2nc(N3CCCC(O)C3)c(C#N)cc2c1 (configuration not stated)	-2.3	·	-14.3	·	·	-6.6	7.4	·
COc1ccc2ccc(OC)c(/C=N/NC(=O)c3cc4ccccc4o3)c2c1	·	25.0	·	-14.1	-24.9	·	0.9	-0.5
Cc1cc(NS(=O)(=O)c2ccc(NC(=O)CCN3C(=O)c4ccccc4C3=O)cc2)no1	1.1	-2.3	-3.5	-2.8	·	12.3	·	3.8
C[C@@H]1CCCCO[C@@H](CN(C)S(=O)(=O)c2cn(C)cn2)[C@H](C)CN([C@@H](C)CO)C(=O)c2cc(NS(=O)(=O)c3cn(C)cn3)ccc2O1	12.1[16.7 µM]	0.9	0.9	-17.4	2.8	0.4	-6.9	-1.8
CCCCC(=O)Oc1cc(C)[nH]c(=O)c1[N+](=O)[O-]	·	-3.5	·	-5.0	-0.2	·	·	-1.1
CCc1nnc(NC(=O)c2ccc(S(=O)(=O)N3CCCCC3C)cc2)s1 (configuration not stated)	1.1	-9.5	-13.3	·	·	0.6	·	·
Cc1ccc(C2/C(=C(/O)c3ccc(OC(C)C)cc3)C(=O)C(=O)N2CCN2CCOCC2)cc1 (configuration not stated)	5.8	-20.2	-2.0	·	·	-0.8	·	·
O=C(O)c1ccc2c(=O)n3c(nc2c1)/C(=C/c1ccccc1OC(F)F)CC3	-9.7	-2.7	7.6	4.3	7.7	-1.2	-0.3	12.8
Cc1noc(C)c1NC(=O)N1C[C@@H](O)COC[C@H]2O[C@@H](CC(=O)NCC3CCCCC3)CC[C@@H]21	-1.9[16.7 µM]	-18.8	·	0.1	7.5	-0.1	-4.7	-1.4
OC1(c2cccs2)CN(c2ccc(Cl)cc2)C2=[N+]1CCCS2 (configuration not stated)	·	-3.4	8.3	8.4	9.1	·	14.4	-2.6
CC(C)NC(=O)Nc1ccc2c(c1)C(=O)N([C@@H](C)CO)C[C@@H](C)[C@@H](CN(C)Cc1ccc(C(=O)O)cc1)OCCCC[C@H](C)O2	4.1[16.7 µM]	-7.9	5.8	-3.3	2.7	-0.5	-8.2	-0.9
C[C@@H]1CN([C@@H](C)CO)C(=O)c2cccc(NS(=O)(=O)c3ccc(F)cc3)c2O[C@@H]1CN(C)C(=O)Nc1ccc(C(F)(F)F)cc1	-2.3[16.7 µM]	-5.0	-3.1	7.9	·	0.4	·	0.9
COC(=O)c1cc(S(=O)(=O)N2CCC(C(N)=O)CC2)oc1C	7.5	17.4	27.5	4.5	5.4	0.4	-5.1	-4.8
COc1cccc(C(=O)N2C[C@H]3[C@@H](c4ccccc42)[C@H](CO)N3C(=O)c2ccc(F)cc2)c1	-14.3[16.7 µM]	0.7	-3.8	-5.6	3.2	-0.5	4.7	3.1
Cc1onc(-c2c(F)cccc2Cl)c1C(=O)NC(=S)NC1CCSC1=O (configuration not stated)	-0.6	1.3	-3.4	·	-16.3	3.9	-5.5	·
CC(Oc1ccccc1)C(=O)N1CCN=C1SCc1ccc(F)cc1 (configuration not stated)	8.3	5.8	-13.9	-37.6	6.5	·	1.0	-1.5
O=C(Cc1n[nH]c(=O)[nH]c1=O)N/N=C/CCc1ccccc1	-6.3	2.4	-2.6	6.0	11.9	0.3	0.8	0.1
O=C(NC[C@@H]1[C@@H](c2ccccc2)[C@@H](CO)N1C(=O)C1CC1)NC1CCCC1	0.0[16.7 µM]	20.5	-10.6	10.6	1.0	4.1	·	·
COc1ccc2c(c1)c1nnc(SCC(=O)NC3CC3)nc1n2C	1.0	6.0	·	-1.4	24.8	-1.5	-0.4	·
